Screening data from PubChem BioAssay.
PglD inh: blocks C. jejuni PglD acetyltransferase activity; purified PglD enzyme, DTNB colorimetric CoA detection; inhibition, % at 12.5 µM; actives 0.098% (n = 360,000); AID 602405; in the data active means inhibition above about 16%, passing the limit was not always enough; further: strong numbers were not always called active
PAX8 inh HTS: PAX8 transcriptional activity inhibition | RMG-I TPO-luciferase reporter, SteadyGlo, 24 h | inhibition, % at 12.6 µM | actives 1.2% (n = 360,000);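 active means mean replicate inhibition at least 60% with every replicate also reaching 60%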;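 further: luciferase light reporting Pax8 driven TPO promoter activity; plate controls were median of neutral control wells for no effect and mitoxantrone controls for full effect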
FN deposit inh: fibronectin deposition inhibition; AH1F fibroblasts, Alexa488-fibronectin deposition fluorescence, overnight; inhibition, % at 12.6 µM; actives 0.086% (n = 350,000); AID 743247;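 active means mean inhibition across replicates of 30% or more, regardless of how many single replicates reach that level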;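 further: positive control wells lacked labelled fibronectin entirely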
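Assay system: AH1F fibroblast monolayer, labelled fibronectin deposition. Amount: 10000 cells per well. Also added: labelled fibronectin 24 nM. Compound: single-point pinned compound. Incubation: cell attachment 1 h, compound and FN exposure overnight. Detection: fluorescence after three HBSS washes, excitation 485 nm, emission 525 nm. Read-out: inhibition of fibronectin deposition signal.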
LGR2 antag: inhibitors of bursicon-induced Drosophila LGR2 receptor cAMP signaling; HEK293 LGR2, CRE-luciferase, bursicon-stimulated, 4 h; inhibition, % at 9.99 µM; actives 0.35% (n = 380,000); AID 720647;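 active means drop in luminescence signal, shown as inhibition above about 50% in the replicate tests, limit read from the data, passing the limit was not always enough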;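 further: agonist challenge used bursicon conditioned medium at about half maximal strength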
S100A4 MyoIIA: inhibitors of human S100A4 binding to myosin IIA peptide | inhibition, % at 10.7 µM | P26447 | actives 0.14% (n = 360,000) | AID 652163 | S100A4/TAMRA-MyoIIA peptide fluorescence polarization;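 active means mean inhibition of at least 70% across replicates, with every replicate also reaching that level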
Target sequence (P26447 whole entry, looked up): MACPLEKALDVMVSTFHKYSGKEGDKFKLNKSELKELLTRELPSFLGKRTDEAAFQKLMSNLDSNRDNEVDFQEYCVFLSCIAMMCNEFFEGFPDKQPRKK
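assay system = human S100A4 monomer with TAMRA-labelled myosin IIA peptide | also added = labelled myosin peptide probe, 5 nM | incubation = 5 min between mix addition and reading | control set = DMSO and TFP controls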
ERAP1 inh: blocks human ERAP1 aminopeptidase activity | Q9NZ08 | recombinant ERAP1, Leu-AMC fluorescence, 60 min | inhibition, % at 10.7 µM | actives 0.15% (n = 340,000);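 active means mean replicate inhibition of at least 30%, or all replicates individually reaching that 30% level; inactive means mean below 30% and not every replicate reaching it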;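 further: 0% = neutral control wells and 100% = L-leucinethiol positive control wells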
PGC1a acetyl inh: lowers PGC1a acetylation signal in U2OS cells | inhibition, % at 15.6 µM | AlphaScreen anti-acetyl-lysine; with virally co-expressed GCN5 acetyltransferase | actives 0.17% (n = 350,000);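 active means every replicate shows inhibition of at least 40%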;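 further: 0% = neutral control wells and 100% = positive control wells; some results beyond the cut were filed as inactive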
EWS-Fli inh: inhibitors of EWS/Fli oncoprotein transcriptional activity | A673 NR0B1-luciferase reporter, viability-normalised | inhibition, % at 12.6 µM | actives 0.67% (n = 350,000) | AID 651661;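 active means mean inhibition of at least 50% after viability correction, with every replicate also passing that limit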;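 further: firefly luciferase signal divided by Alamar Blue viability fluorescence both relative to DMSO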
The depositor's hits bear a star; . = no result given; & = joins results of further samples.

The opening 2 records, ahead of the listing:
SMILES	PglD inh	PAX8 inh HTS	FN deposit inh	LGR2 antag	S100A4 MyoIIA	ERAP1 inh	PGC1a acetyl inh	EWS-Fli inh
COc1ccc(-c2ccc([C@@H]3[C@H](CO)N4C(=O)CN(C(=O)c5cccnc5)C[C@@H]34)cc2)cc1	.	-25	.	9	-9	2	2	3
CCN1CCN(C(c2cccs2)C(C)NC(=O)NC2CCCCC2)CC1 (stereo unspecified)	2	2	-6	-2	0	3	-1	-2

The listing (from the top)
SMILES	PglD inh	PAX8 inh HTS	FN deposit inh	LGR2 antag	S100A4 MyoIIA	ERAP1 inh	PGC1a acetyl inh	EWS-Fli inh
COc1ccc(-c2ccc([C@@H]3[C@H](CO)N4C(=O)CN(C(=O)c5cccnc5)C[C@@H]34)cc2)cc1	.	-25	.	9	-9	2	2	3
CCN1CCN(C(c2cccs2)C(C)NC(=O)NC2CCCCC2)CC1 (stereo unspecified)	2	2	-6	-2	0	3	-1	-2
O=C(CCNC(=O)c1ccccc1)NCCc1ccc(Cl)cc1	-4	-3	-9	25	1	-1	-6	3
CCOCCn1ccc2c(OCC(=O)Nc3ccc(OC)c(OC)c3)cccc2c1=O	-1	-5	-5	1	-10	0	7	21
O=c1[nH]cnc2c1nnn2C1OC(CO)C(O)C1O (stereo unspecified)	-4	.	.	-10	-1	-3	-17	-11
CNC(=O)C[C@H]1CC[C@@H]2[C@H](COC[C@@H](O)CN2C(=O)Nc2ccc3c(c2)OCO3)O1	3	.	-11	-8	-4	0	3	.
COc1ccc2oc(=Nc3cccc(F)c3)c(C(N)=O)cc2c1	.	-50	.	-49	-14	-2	.	-25
O=C(NCC1CCCCC1)[C@H]1[C@H](CO)[C@H]2Cn3c(cccc3=O)[C@H]2N1Cc1ccccn1	2	-1	.	1	9	-1	5	8
COCc1ccc(C(=O)N2CCCC(C(=O)c3ccc(SC)cc3)C2)s1 (stereo unspecified)	0	4	-4	1	5	0	-2	-1
O=C(Nc1ccc(N2CCOCC2)cc1)c1ccc(Cl)c(S(=O)(=O)N2CCCC2)c1	3	10	-5	16	1	1	40	16
C[C@@H]1CN([C@H](C)CO)C(=O)c2cccc(NC(=O)CCCCCC(=O)Nc3ccccc3N)c2O[C@H]1CN(C)C(=O)Nc1ccc(F)cc1	.	-22	.	-5	7	-5	-1	.
O=C(Nc1ccccc1)Oc1ccccc1N1CCOCC1	.	1	-1	-2	2	.	-2	-5
Cc1c(NC(=O)CN2C(=O)NC3(CCC(C)CC3)C2=O)c(=O)n(-c2ccccc2)n1C (stereo unspecified)	.	-2	4	-5	-5	6	.	-44
CCC(C)(C(=O)NC1CCCCC1)N(C(=O)c1ccccn1)c1ccc(C)cc1 (stereo unspecified)	-7	-1	2	.	.	.	-7	.
O=C(CN1CCc2cc3c(cc2C1)OCCCO3)Nc1c(F)cccc1F	4	-5	-13	3	-6	2	-21	0
C[C@H](CO)N1C[C@H](C)[C@@H](CN(C)C(=O)Nc2ccccc2)Oc2c(NC(=O)Nc3ccc(F)cc3)cccc2C1=O	0	.	.	-24	4	0	0	-2
COc1ccc(Br)cc1C(=O)Nc1ccccc1N1CCCC1	-3	18	-5	2	-12	.	.	20
O=C(Nc1cc(F)ccc1F)N1CC(=O)N2[C@H](CO)[C@@H](c3ccc(-c4ccccc4)cc3)[C@@H]2C1	.	-47	.	15	0	2	-9	10
Cc1ccc2c(c1)nnn2C1CCN(CC(=O)NCCc2nc3ccccc3[nH]2)CC1	-1	.	2	-1	.	.	-2	.
CC(C)=CCC/C(C)=C/CNC(=O)CC1C[C@H](C(=O)N2CCOCC2)[C@@]2(C)c3[nH]c4ccccc4c3CCN2C1=O (stereo partly specified)	4	44	-12	18	-1	-2	3	-1
Cc1c(C(=O)N2CCCC2)oc2c1-c1[nH]ncc1CC2	2	4	-7	4	-4	7	19	-19
COc1cccc(-c2ccc(C3[C@@H]4CN(S(=O)(=O)c5cccc(OC)c5)C[C@H]3N4)cc2)c1 (stereo partly specified)	.	-13&3	6	-12	4&-8	-3&-2	-24&-57	3&-4
CSCC(=O)N1CCC(n2nccc2NC(=O)CCCc2ccccc2)CC1	-2	.	-7	-13	-3	-8	.	-43
CC(=O)N(c1ccccc1)c1nc(/C=C/C(=O)O)cs1	3	2	-3	24	-5	-3	3	5
Cc1cc(S(=O)(=O)N2CCN(Cc3ccc4c(c3)OCO4)CC2)cc(C)c1N1CCCC1=O	5	-9	0	21	-6	-2	.	20
COCC(=O)Nc1ccc2c(c1)C(=O)N(C)[C@@H]1CC[C@@H](CC(=O)NCCc3ccncc3)O[C@H]1CO2	-2	-6	.	-24	7	0	-3	-2
C=CCn1cccc(/C=C/C(=O)c2ccc(C(C)(C)C)cc2)c1=S	.	21	-6	12	.	.	53*	.
COc1ccc(-c2noc(CCC(=O)N3CCN(c4ccccc4Cl)CC3)n2)cc1	1	-3	6	15	-1	-4	1	14
C[C@H]1CN([C@@H](C)CO)C(=O)c2cc(/C=C/c3ccccc3)cnc2O[C@@H]1CN(C)C(=O)c1cccnc1	44	-10	.	0	-6	-2	-1	-7

Profiles, looked up by structure.
Shown for `C[C@H](CO)N1C[C@H](C)[C@@H](CN(C)C(=O)Nc2ccccc2)Oc2c(NC(=O)Nc3ccc(F)cc3)cccc2C1=O` → PglD inh: 0; PAX8 inh HTS: .; FN deposit inh: .; LGR2 antag: -24; S100A4 MyoIIA: 4; ERAP1 inh: 0; PGC1a acetyl inh: 0; EWS-Fli inh: -2
Shown for `O=C(CN1CCc2cc3c(cc2C1)OCCCO3)Nc1c(F)cccc1F` → PglD inh: 4; PAX8 inh HTS: -5; FN deposit inh: -13; LGR2 antag: 3; S100A4 MyoIIA: -6; ERAP1 inh: 2; PGC1a acetyl inh: -21; EWS-Fli inh: 0
Shown for `COc1ccc(-c2ccc([C@@H]3[C@H](CO)N4C(=O)CN(C(=O)c5cccnc5)C[C@@H]34)cc2)cc1` → PglD inh: .; PAX8 inh HTS: -25; FN deposit inh: .; LGR2 antag: 9; S100A4 MyoIIA: -9; ERAP1 inh: 2; PGC1a acetyl inh: 2; EWS-Fli inh: 3

Looked up above:
`O=C(NCC1CCCCC1)[C@H]1[C@H](CO)[C@H]2Cn3c(cccc3=O)[C@H]2N1Cc1ccccn1` in S100A4 MyoIIA: 9
`COc1cccc(-c2ccc(C3[C@@H]4CN(S(=O)(=O)c5cccc(OC)c5)C[C@H]3N4)cc2)c1` (stereo partly specified) in PAX8 inh HTS: -13&3
`CCN1CCN(C(c2cccs2)C(C)NC(=O)NC2CCCCC2)CC1` (stereo unspecified) in PglD inh: 2
`COc1ccc(-c2noc(CCC(=O)N3CCN(c4ccccc4Cl)CC3)n2)cc1` in EWS-Fli inh: 14
